Screens deposited in PubChem BioAssay by several laboratories.
TROY signal inh – blocks TROY-dependent signaling in reporter cells. inhibition, % at 10 µM. Q293 LMP1-TROYcd NF-kB luciferase reporter, 4 h. AID 1347056. hit rate 0.98% among 360,000;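 active = compounds whose plate-normalised and pattern-corrected inhibition of the luciferase reporter signal at the single screening dose is 50% or more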
SRC2 inh – human SRC2 (NCOA2) inhibition. Q15596. HEK293 GAL4-SRC2 luciferase reporter, luminescence. inhibition, % at 9 µM. hit rate 0.17% among 370,000. AID 651957;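 active = inhibition above the mean inhibition of all tested compounds plus 3 SD, set per campaign, cut at about 52% in these data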;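 note: 0% = DMSO treated cells and 100% = cells given Gossypol at 36 µM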
Vif inh – inhibitors of HIV Vif; HEK293T cells, Vif self-association by quenched fluorescence, imaging, 24 h; AID 602346; hit rate 0.35% among 340,000; inhibition, % at 7.49 µM; in the data active = inhibition above about 50%, passing the limit was not always enough; note: some results filed as inactive read as strong as hits
NR5A2 inv ag – NR5A2 inverse agonism in reporter assay; O00482; HEK293T StAR-luciferase reporter, LRH-1 transfected, 24 h; inhibition, % at 3.6 µM; hit rate 0.13% among 360,000; AID 602396;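 active = inhibition above the mean inhibition of all tested compounds plus 3 SD, cut at about 73% in these data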;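 note: 0% = DMSO wells and 100% = reporter-only cells lacking LRH-1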
COUP-TFII inh – inhibitors of human COUP-TFII (NR2F2); AID 686940; HEK293T NGFI-A luciferase reporter, luminescence; P24468; hit rate 0.7% among 370,000; inhibition, % at 8.6 µM;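 active = inhibition above a per-plate cutoff, mean inhibition of test wells between control levels plus 3 SD, cut at about 38% in these data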;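 note: cells cotransfected with COUP-TFII expression vector driving the NGFI-A reporter; 0% = median of COUP-TF2 test wells and 100% = reporter-only cells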
TLR9-MyD88 inh – blocks human TLR9 binding to MyD88; CHO BLA complementation TLR9-MyD88, CCF4 FRET ratio; inhibition, % at 4.98 µM; hit rate 0.21% among 340,000;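 active = inhibition above the mean over all tested compounds plus 3 SD, cut at about 21% in these data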;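 note: 0% = DMSO only wells and 100% = clavulanate BLA inhibitor control wells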
Target sequence (Q99836 whole entry, looked up): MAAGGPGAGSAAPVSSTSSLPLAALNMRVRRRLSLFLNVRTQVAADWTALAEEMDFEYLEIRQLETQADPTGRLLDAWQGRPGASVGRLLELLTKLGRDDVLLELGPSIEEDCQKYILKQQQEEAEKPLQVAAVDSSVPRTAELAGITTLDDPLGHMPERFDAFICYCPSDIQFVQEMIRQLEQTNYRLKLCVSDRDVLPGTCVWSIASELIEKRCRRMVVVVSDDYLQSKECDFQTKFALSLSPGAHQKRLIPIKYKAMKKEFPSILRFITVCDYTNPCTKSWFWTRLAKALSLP
Target sequence (Q9NR96 whole entry, looked up): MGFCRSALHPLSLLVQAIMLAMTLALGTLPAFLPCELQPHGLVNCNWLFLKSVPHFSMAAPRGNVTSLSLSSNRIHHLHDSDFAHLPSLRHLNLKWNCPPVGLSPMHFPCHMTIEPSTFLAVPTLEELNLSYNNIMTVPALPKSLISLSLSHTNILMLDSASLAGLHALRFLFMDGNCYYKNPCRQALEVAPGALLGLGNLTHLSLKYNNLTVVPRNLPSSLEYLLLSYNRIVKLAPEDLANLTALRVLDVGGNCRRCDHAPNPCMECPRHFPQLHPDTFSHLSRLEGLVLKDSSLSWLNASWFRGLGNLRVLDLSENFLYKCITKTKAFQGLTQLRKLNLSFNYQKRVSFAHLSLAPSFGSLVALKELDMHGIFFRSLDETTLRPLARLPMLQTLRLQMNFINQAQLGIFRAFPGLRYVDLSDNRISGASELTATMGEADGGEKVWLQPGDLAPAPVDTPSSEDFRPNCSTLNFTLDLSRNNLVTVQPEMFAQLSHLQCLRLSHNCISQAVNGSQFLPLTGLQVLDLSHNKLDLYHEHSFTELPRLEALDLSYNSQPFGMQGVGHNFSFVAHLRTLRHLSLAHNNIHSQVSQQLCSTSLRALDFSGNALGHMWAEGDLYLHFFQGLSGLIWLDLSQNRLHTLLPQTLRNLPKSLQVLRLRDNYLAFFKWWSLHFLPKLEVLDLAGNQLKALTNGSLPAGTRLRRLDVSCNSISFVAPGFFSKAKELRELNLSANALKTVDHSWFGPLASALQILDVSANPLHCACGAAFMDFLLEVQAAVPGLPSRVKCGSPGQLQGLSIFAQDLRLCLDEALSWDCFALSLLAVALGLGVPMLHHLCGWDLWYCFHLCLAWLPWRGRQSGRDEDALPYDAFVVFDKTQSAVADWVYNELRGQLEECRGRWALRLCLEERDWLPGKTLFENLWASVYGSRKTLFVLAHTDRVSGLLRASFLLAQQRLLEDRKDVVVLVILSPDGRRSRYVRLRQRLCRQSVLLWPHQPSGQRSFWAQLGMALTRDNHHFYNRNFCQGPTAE
NOD2-RIPK2 inh – NOD2-RIPK2 protein interaction inhibition. O43353. CHO BLA complementation NOD2-RIPK2, CCF4 ratio. inhibition, % at 4.98 µM. hit rate 0.38% among 360,000; in the data active = inhibition above about 21%;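 note: 0% = vehicle only and 100% = reference blocker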
SRC3 inh – inhibits human SRC3 coactivator. Q9Y6Q9. HEK293 GAL4-SRC3 luciferase reporter, luminescence. inhibition, % at 3.6 µM. hit rate 0.17% among 360,000. AID 588352;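 active = inhibition above a per-campaign cutoff, the mean of all compounds plus 3 SD, cut at about 60% in these data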;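 note: 0% = DMSO-treated cells and 100% = gossypol-treated cells at 36 µM; higher means less SRC3-driven luciferase light from the GAL4 reporter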
TRAIL sens C8 – sensitizes caspase-8 expressing cells to TRAIL; NB7+C8 cells + TRAIL, ATPlite viability luminescence; inhibition (viability loss, TRAIL sensitization), % at 10 µM; hit rate 1% among 360,000;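 active = compounds causing at least 50% loss of cell viability in the single-dose screen, relative to plate controls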
LMP1 NFkB inh – reduces LMP1-driven NF-kappaB luciferase signal | inhibition, % at 12.5 µM | AID 504558 | hit rate 0.69% among 350,000 | LMP1-induced NF-kappaB luciferase reporter cells, luminescence; in the data active = inhibition above about 41%;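 note: 0% = neutral control wells and 100% = reference inhibitor control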
SRC1 inh – human NCOA1 inhibition | Q15788 | HEK293 GAL4-SRC1 luciferase reporter, luminescence | inhibition, % at 3.6 µM | hit rate 0.12% among 360,000 | AID 588354;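 active = inhibition above the campaign mean plus 3 SD, with each screening campaign given its own cutoff, cut at about 60% in these data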;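 note: 0% = DMSO treated cells and 100% = gossypol at 36 µM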
* = called active by the depositor; / = no result given. A portion of the library; the hit share may differ from the screen's.

SMILES	TROY signal inh	SRC2 inh	Vif inh	NR5A2 inv ag	COUP-TFII inh	TLR9-MyD88 inh	NOD2-RIPK2 inh	SRC3 inh	TRAIL sens C8	LMP1 NFkB inh	SRC1 inh
O=C(CSc1nc2ccccc2c(=O)[nH]1)Nc1cccc([N+](=O)[O-])c1	21	-2	-4	1	-5	4	2	-17	14	-7	-5
Cc1c(Cl)cccc1NC(=O)Nc1ccc(C(N)=O)cc1	-7	7	1	-19	3	5	-5	10	-14	-12	-5
Cc1c(C(=O)N/N=C/c2ccc(-c3ccccc3[N+](=O)[O-])o2)sc(N)c1C#N	-33	-69	2	-3	-6	-2	-13	-6	2	-59	-11
COc1ccc(OC)c(NC(=O)Cc2csc(NC(=O)Nc3ccccc3OC)n2)c1	8	28	2	2	-3	9	-6	5	16	1	0
COc1cc(C(=O)O)ccc1OCC(=O)N1CCOCC1	21	-23	32	11	7	-3	-4	4	-4	3	2
CCOc1ccccc1OCC(=O)NNC(=O)Cn1cnc2c1c(=O)n(C)c(=O)n2C	13	-1	0	-4	-5	9	4	7	2	4	-5
CCSc1ccc(-c2cc(NC=O)c3ncc(-c4cccc(C(=O)N(C)C)c4)n3c2)cc1	-5	-36	1	28	-12	/	7	-7	6	/	0
CS(=O)(=O)N(CC(=O)N/N=C/c1cc2c(cc1Br)OCO2)c1ccccc1Br	-15	-2	-9	-1	9	-1	2	8	-2	16	0
Cc1ccnc(SCCn2c(N3CCC(C)CC3)nc3c2c(=O)n(C)c(=O)n3C)n1	-1	-12	14	16	12	-2	0	15	-3	3	2
COc1nc(-c2ccncc2)nc2ccccc12	-6	-15	/	4	7	-7	-1	-2	8	11	6
Cc1ccc(C(CNC(=O)Nc2ccccc2)N2CCN(C)CC2)cc1 (stereo unspecified)	-16	-11	-3	2	6	3	3	-12	-6	3	-22
CN1CCN(C(=O)c2cn(-c3ccccc3)nc2-c2cccnc2)CC1	4	1	3	-9	-8	4	-5	2	-1	-6	-20
O=C(O)CCC(=O)Nc1ccc(OCC(=O)O)cc1	-4	-17	1	3	-13	2	-8	13	-4	-8	2
COc1ccc(C(=O)C2CCCN(C(=O)Cn3nc(C)cc3C)C2)cc1F (stereo unspecified)	5	9	/	-14	6	8	-17	6	-9	-5	8
C=CCNC(=O)c1ccc(-c2nc(-c3ccc(Cl)cc3Cl)cs2)cc1	-64	-20	5	-9	-10	-5	3	-10	3	-12	-3
CCOC(=O)C1(C)CCN1C(=O)c1ccc(-c2ccccc2)cc1 (stereo unspecified)	-35	-10	-4	-28	-4	/	2	-20	16	/	-53
CCN1C(=O)/C(=C\c2nc3ccccc3c(=O)n2-c2ccccc2)c2ccccc21	26	19	-6	23	-1	1	-10	1	-5	11	-9
COc1ccc(NS(=O)(=O)c2cccc(NC(=O)c3cnccn3)c2)cc1Br	27	17	-1	21	23	/	10	22	-1	3	-36
O=[N+]([O-])c1ccc(S(=O)(=O)N2CCN(C3CCN(Cc4ccccc4)CC3)CC2)cc1	-4	-19	-1	-16	17	-8	2	0	-7	1	0
CCn1c(CSc2nc3ccccc3s2)nnc1SCC(N)=O	-13	1	-6	7	-10	-2	6	1	15	-2	-6
CC(C)c1onc(C(=O)N2CCN(C(c3ccccc3)c3ccccc3)CC2)c1[N+](=O)[O-]	-9	-23	4	-14	2	3	-1	11	91*	-6	5
CC(=O)N1CCCN(Cc2nc(C3(c4ccc(C)cc4)CCCC3)no2)CC1	13	-12	-4	8	2	-10	2	21	6	-1	-5
COc1ccc(NC(C)=O)cc1C#N	-1	-20	-1	0	1	1	-8	4	-2	4	-11
CCCCCNC(=O)c1c[nH]c2ccc(S(=O)(=O)N3CCC4(CC3)OCCO4)cc2c1=O	-7	-22	-10	3	12	1	1	22	10	6	1
O=C(Nc1ccnn1C1CCN(Cc2cccnc2)CC1)c1ccccc1Cl	-14	-20	-1	-22	-5	4	2	5	-12	-2	-9
CSCC(=O)NC1CCCN(C2Cc3ccccc3C2)C1 (stereo unspecified)	-22	-26	-2	16	9	0	-16	-2	6	-6	2
CSc1ncnc2c1ncn2CCCNCC1CCCO1 (stereo unspecified)	-1	-14	6	-14	-3	-4	2	-23	-2	-4	-19
CCOC(=O)C1CCCN1C(=O)c1ccc(OC)c(Br)c1 (stereo unspecified)	1	26	-4	9	-6	11	7	1	-1	-1	10
O=C(Nc1cccc(-c2nc3ccccc3s2)c1)c1cccs1	-20	-20	1	-24	-2	13	1	-12	0	2	-18
O=c1[nH]c2ccccc2nc1-c1ccccc1	-35	-31	2	-38	-16	2	8	-15	-21	-3	-29
COc1ccccc1-c1sc2ccccc2c1-c1ccc(Br)nc1	-10	-19	0	-12	8	2	2	13	-18	-7	-2
CN(Cc1ccccc1)C(=O)COc1cc(Cl)ccc1Cl	-42	/	-21	-24	/	10	1	-2	4	1	5
CCC(C)[C@H](NC(=O)C1CC(=O)N(c2ccc3c(c2)OCO3)C1)C(=O)NC1CCCCC1 (stereo partly specified)	-12	-26	-1	-18	-3	1	-6	-16	-9	-6	-33
CS(=O)(=O)N(CC(=O)NCc1ccccc1Cl)c1cccc([N+](=O)[O-])c1	-7	20	14	4	19	6	-1	15	-1	0	-2
CCOC(=O)C1(Cc2ccccc2C(F)(F)F)CCN(C(C)COC)CC1 (stereo unspecified)	12	8	3	11	-15	-14	-26	22	4	-8	4
C/C(=N\N=C(/C)c1cccc(N)c1)c1cccc(N)c1	-4	-4	-2	6	-6	/	-6	-32	-6	/	-62
Cc1cc(C)cc(C(O)c2ncc(-c3ccccc3C(F)(F)F)[nH]2)c1 (stereo unspecified)	-6	-4	1	-23	3	/	12	8	-16	/	8
COC(=O)[C@]12CCCCC=C1N(Cc1ccc(Cl)cc1Cl)C(=O)[C@H](CC(=O)NCc1ccccc1)C2	17	-13	/	-2	-9	/	8	/	3	/	/
CCN(CC)C(=O)C1=C(C)N(CCCOC)C(=O)C(CC(=O)NCCc2ccccn2)C1 (stereo unspecified)	-4	-21	-2	-2	0	10	-9	-4	-1	-9	6
Brc1cccc(C2CC(c3ccccc3)n3nnnc3N2)c1 (stereo unspecified)	-7	24	0	1	8	6	4	-5	-15	-8	-2
Cc1ccc(S(=O)(=O)NC(=O)C2(C)CCN2C(=O)Cc2ccc(C(C)(C)C)cc2)nc1 (stereo unspecified)	-11	-3	26	6	-4	/	9	-16	-5	/	-2
COc1ccc(N2CCN(Cc3nnc(-c4ccccc4)o3)CC2)cc1	7	-8	1	3	-4	-5	-10	2	13	-5	10
CN(CC(=O)Nc1ccc(F)cc1[N+](=O)[O-])C1CCS(=O)(=O)C1 (stereo unspecified)	6	-26	-5	-14	-3	-12	-4	1	3	-4	-2
C=CCN(CC=C)S(=O)(=O)c1ccc2nc(NC(=O)C(C)C)sc2c1	20	-3	5	26	1	6	14	20	11	-6	-4
O=C(CCS(=O)(=O)c1cccc2nonc12)NCc1ccc(Cl)cc1	13	-16	15	11	5	-8	-8	14	28	-3	-17
Cc1cc2nc(C(C)(C)C)c(Cc3ccsc3)n2c(C)c1Br	-6	-4	/	22	10	/	-11	/	-14	/	/
Cc1ccc(C2=[N+]([O-])C3(CCCCC/C3=N\O)N(O)C2(C)C)o1 (stereo unspecified)	-6	-4	-11	-4	2	-2	-2	-15	-1	0	-15
CC(C)[C@H]1CN=C2N(C[C@H](C)NC(=O)CCC3CCCCC3)[C@H](Cc3ccc(O)cc3)CN21	4	7	-1	2	11	1	-6	-4	9	0	-11
Cc1ccc(NC(=O)c2ccc(S(=O)(=O)N3CCC(C)CC3)cc2)nc1	-23	-19	-8	-30	-4	-3	6	0	21	-17	-19
CC(=O)N1CCCc2cc(S(=O)(=O)N3CCCC(C(=O)NCc4ccccc4Cl)C3)ccc21 (stereo unspecified)	17	34	-2	3	8	2	-4	2	-12	6	-4
CCN(CC(=O)Nc1ccccc1OC)C(=O)CSCc1ccc(C)cc1	6	-27	-1	-7	-24	-5	1	-16	12	-7	2
O=C(COc1ccc(Br)cc1Br)NC(=S)Nc1cccc(CO)c1	-18	-33	-9	-61	-35	7	-11	-60	-3	3	-66
CC(C)C(=O)Nc1cccc(NC(=O)c2ccc([N+](=O)[O-])cc2Cl)c1	15	0	-30	9	12	-4	-4	3	-5	-2	13
O=C(NNC(=O)c1ccc2nc[nH]c2c1)c1ccccc1	3	8	-1	-14	7	-12	-13	8	-13	0	-4
CCCN1CCN(C(=O)CCn2c(=O)c3cccn3c3cccnc32)CC1	-7	-7	4	14	-16	-5	-13	1	-8	-4	-4
Cn1c(=O)c2c(SCC(=O)N3CCN(c4ccccc4)CC3)nc(C3CC3)nc2n(C)c1=O	10	0	-1	6	-6	8	-7	4	7	8	2
COc1cc(C(=O)Nc2ccc(C)cn2)ccc1OCC(=O)N1CCOCC1	-7	-30	-12	-13	6	6	-4	4	7	1	-51
CC1CCN(CC(O)COCCOc2ccc(Br)cc2)CC1 (stereo unspecified)	-15	-1	0	-24	-31	-7	3	9	6	-10	-2
COc1ccccc1N1CCN(S(=O)(=O)c2ccc(Cl)cc2)CC1	-8	-11	-1	-21	7	-4	-9	-2	2	0	-5
c1ccc(CNC2=NCCC2)nc1	-5	16	-6	7	-5	0	0	18	-4	11	-8
Further records
SMILES	TROY signal inh	SRC2 inh	Vif inh	NR5A2 inv ag	COUP-TFII inh	TLR9-MyD88 inh	NOD2-RIPK2 inh	SRC3 inh	TRAIL sens C8	LMP1 NFkB inh	SRC1 inh
Cc1cc(C)cc(OC(C)C(=O)Nc2ccc(S(=O)(=O)Nc3cc(C)nc(C)n3)cc2)c1 (stereo unspecified)	20	/	-8	7	/	7	-1	4	-6	-7	8
CC(C)(C)NC(=O)COc1ccccc1C#N	1	-19	10	2	15	5	-2	11	-2	2	11
O=S(=O)(c1ccc(OCC(O)CN2CCC(Cc3ccccc3)CC2)cc1)N1CCOCC1 (stereo unspecified)	-8	8	8	-10	-1	-7	6	2	-3	-7	-2
CCC(Sc1nc2cc(OC)c(OC)cc2c(=O)n1CCc1ccc(S(N)(=O)=O)cc1)C(=O)NCCOC (stereo unspecified)	9	-25	-8	19	8	-14	-7	10	-11	3	9
CCOc1cc(CNc2ccc3c(c2)CCC3)ccc1O	50*	-11	/	15	-1	8	7	-35	-37	-18	4
COc1ccc(/C=C/c2nc3ccccc3n2Cc2ccc(OC)c(OC)c2)cc1	-26	-87	-5	-170	-54	-11	1	-73	33	-30	-81
CC(=O)Nc1ccc(-c2nc3ccc(NC(C)=O)cc3o2)cc1	-34	-84	7	-102	-32	0	1	-100	2	1	-93
N#Cc1cnc2c(-c3ccccc3)c(-c3ccccc3)nn2c1N	-20	-12	-12	-13	1	-5	-4	6	-1	-9	7

Two compounds picked at random from those above:
SMILES	TROY signal inh	SRC2 inh	Vif inh	NR5A2 inv ag	COUP-TFII inh	TLR9-MyD88 inh	NOD2-RIPK2 inh	SRC3 inh	TRAIL sens C8	LMP1 NFkB inh	SRC1 inh
CC(=O)Nc1ccc(-c2nc3ccc(NC(C)=O)cc3o2)cc1	-34	-84	7	-102	-32	0	1	-100	2	1	-93
CCOc1cc(CNc2ccc3c(c2)CCC3)ccc1O	50*	-11	/	15	-1	8	7	-35	-37	-18	4
